# USP2a block = blocks human ubiquitin-specific protease USP2a | O75604 | USP2 core, Ub-CHOP2 coupled fluorogenic reporter, 485/531 | Potency, µM (titrated, usually from 38.3 µM), for inactives: at the highest dose activity change, negative = inhibition, hits mostly inhibitors | hit rate 0.01% among 330,000 | AID 463254;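 note: potency is the fitted concentration of half-maximal effect; plate controls were DMSO wells for no effect and full inhibition by NEM control for full effect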
# Target sequence (O75604 whole entry, looked up): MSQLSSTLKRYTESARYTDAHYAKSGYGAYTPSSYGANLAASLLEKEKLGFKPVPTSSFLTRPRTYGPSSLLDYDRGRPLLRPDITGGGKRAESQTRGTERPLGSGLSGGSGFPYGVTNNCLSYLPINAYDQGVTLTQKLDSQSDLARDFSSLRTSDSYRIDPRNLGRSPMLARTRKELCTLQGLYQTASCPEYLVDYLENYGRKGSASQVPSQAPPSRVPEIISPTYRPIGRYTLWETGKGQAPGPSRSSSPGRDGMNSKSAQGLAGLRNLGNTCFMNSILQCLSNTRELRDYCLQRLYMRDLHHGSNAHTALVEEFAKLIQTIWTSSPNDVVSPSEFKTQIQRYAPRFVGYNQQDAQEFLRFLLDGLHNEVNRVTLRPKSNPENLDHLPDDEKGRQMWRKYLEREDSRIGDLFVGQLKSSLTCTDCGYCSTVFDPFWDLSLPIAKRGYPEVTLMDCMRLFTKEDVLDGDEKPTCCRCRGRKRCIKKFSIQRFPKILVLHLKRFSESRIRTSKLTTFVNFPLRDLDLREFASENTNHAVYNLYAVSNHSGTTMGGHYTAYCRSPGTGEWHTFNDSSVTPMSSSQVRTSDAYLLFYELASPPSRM
#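 Deubiquitinase activity read as fluorescence (485/531 nm) after Ub-CHOP2 cleavage activates the enterokinase reporter on its substrate; USP2 core 10nM, Ub-CHOP2 and substrate 25nM each, 30min compound preincubation then 60min RT; data normalized to NEM, curves fitted.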
# GALK inhibitor = inhibitors of human galactokinase. AID 1868. Purified GALK, Kinase-Glo residual ATP luminescence. Potency, µM (top dose mostly 57.5 µM), inactives show at the highest dose activity change, negative = inhibition, most hits filed as inhibitors. hit rate 0.007% among 270,000. P51570; note: potency is the fitted concentration of half-maximal effect
#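 ATP-depletion format; final 35 uM ATP, 100 uM D-galactose, 5 nM enzyme; pH 8.0 HEPES/Mg2+ buffer; 60 min RT; luminescence read 10 min after detection reagent.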
# Giardia killer = Giardia lamblia killing | Giardia lamblia trophozoite viability | activity change, % at 7.66 µM, hits read low | hit rate 0.15% among 340,000; in the data active = activity change below about -80%; inconclusive = between about -30% and that limit;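 note: parasites exposed to compound for two days anaerobically before the ATP read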
#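 ATP-content bioluminescence gauges trophozoite survival. Cells (100/well) receive compound and incubate anaerobically for 48 hrs at 37 deg C; detection reagent follows for 15-30 min at room temperature.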
# BCR signal inh = chronic active BCR signaling inhibition; AID 493014; hit rate 0.05% among 340,000; ABC-DLBCL IkBa-CBG/CBR reporter, luminescence ratio, 4 h; Potency, µM (doses to about 46.1 µM), inactives show at the top dose ratio change, negative = lower green/red ratio, actives largely listed as inhibitors; active = well fitted inhibition curve with a large enough effect in the signal ratio, with a control signal flat, not every such curve was filed as active; inconclusive = small, poorly fitted or top-dose-only effect, or effect the other way, or a change in a side signal; the % refers to the signal ratio;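 note: potency is the fitted concentration of half-maximal effect; plate controls were basal doxycycline-induced cells for no effect and cells given 10 µM MG132 for full effect; MG132 reads +100%, hits lower the ratio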
#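 Concentration-response series (up to 46 uM) were applied to TMD8 dual-reporter cells for 4 h at 37C with doxycycline. Green/red ratio, after filter-overlap correction, defined %Activity; red signal alone was normalised to basal cells and zero luminescence.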
# Eya2 inh = Eya2 (human) phosphatase inhibition | recombinant Eya2, OMFP fluorescence dephosphorylation (OMFP is methylfluorescein phosphate) | Potency, µM (top dose mostly 76.9 µM), for the others: top-dose activity, negative = inhibition, usual class: inhibitors | hit rate 0.006% among 330,000; note: potency is the fitted concentration of half-maximal effect
# Target sequence (O00167 whole entry, looked up): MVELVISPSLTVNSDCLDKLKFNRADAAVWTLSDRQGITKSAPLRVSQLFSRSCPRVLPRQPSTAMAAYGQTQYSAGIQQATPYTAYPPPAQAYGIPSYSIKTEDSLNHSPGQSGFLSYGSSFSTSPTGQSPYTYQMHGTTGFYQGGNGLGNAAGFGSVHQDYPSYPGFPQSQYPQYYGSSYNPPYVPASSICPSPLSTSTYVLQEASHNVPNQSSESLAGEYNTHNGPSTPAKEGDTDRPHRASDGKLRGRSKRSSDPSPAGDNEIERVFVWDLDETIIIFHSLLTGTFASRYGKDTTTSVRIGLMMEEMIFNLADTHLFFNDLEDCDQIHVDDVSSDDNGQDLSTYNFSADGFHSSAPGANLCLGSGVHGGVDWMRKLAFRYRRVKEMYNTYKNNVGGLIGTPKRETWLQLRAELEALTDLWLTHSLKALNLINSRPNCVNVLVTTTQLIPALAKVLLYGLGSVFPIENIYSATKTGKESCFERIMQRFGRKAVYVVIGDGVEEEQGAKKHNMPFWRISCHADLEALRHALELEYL
#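 Eya2 protein (added as 0.2 uM solution) was preincubated with compound for 10 min at ambient temperature in 50 mM HEPES pH 7.5, 50 mM NaCl, 5 uM MgCl2, 0.05% BSA, 1 mM DTT. OMFP (added at 50 uM) then reacted 10 min; fluorescence read at 485/525 nm.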
# Coupling enz = counter-screen for Giardia aldolase inhibitors: coupling enzyme system | activity change, negative = inhibition, % at 58.2 µM, hits read low | hit rate 0.67% among 290,000 | coupling enzyme system counterscreen, AmpLite Red fluorescence; in the data active = activity change below about -30%
#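 First, compound is pin-transferred into glyceraldehyde-3-phosphate coupling-enzyme reagent at 57.5 uM final and held 10 min at RT. Next, substrate, coupling system and AmpLite Red are added. After 20 min RT, fluorescence (525/598 nm) is read.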
# PKM2 activator = increases activity of human pyruvate kinase M2; hit rate 0.34% among 260,000; purified PKM2, Kinase-Glo ATP luminescence, activation; response scale: 0% is enzyme alone, no compound; Potency, µM (highest dose often 57.5 µM), for inactives: at the highest dose activation, hits mostly activators; P14618; note: potency is the fitted concentration of half-maximal effect; nearly all actives have a fitted effect of over 55% in size
#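 ATP formation by purified human PK-M2, quantified via coupled luciferase luminescence after 1 h at room temperature with 0.1 mM ADP and 0.5 mM PEP final.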
# KCNH2 3.1 block = KCNH2 3.1 (human) potassium channel inhibition; U2OS KCNH2 3.1, thallium flux FluxOr; active compounds read low; activity change, % (tested at about 1.8 µM); hit rate 0.95% among 340,000; AID 720553;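 active = maximum activity change below -70%; inconclusive = maximum activity change from -70% to -50%; inactive = maximum activity change above -50%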;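 note: thallium influx rate constant from kinetic fluorescence after stimulation buffer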
#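 We transduce U2OS cells with the mutant 3.1 virus, culture them overnight, load FluxOr with Red40 quencher for 45 min, then add stimulation buffer and read kinetically for 2 min to derive a normalized rate constant.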
# B2AR arrestin = recruits beta-arrestin to the human beta2-adrenergic receptor; AID 492947; P07550; hit rate 0.02% among 330,000; Potency, µM (titrated, usually from 46.1 µM), for inactives: at the top dose activation, actives largely listed as activators; beta-arrestin recruitment to beta2AR, cell-based reporter;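 note: potency is the fitted concentration of half-maximal effect; 0% = DMSO controls and full agonism = EC100 isoproterenol or metaproterenol; nearly all actives have a fitted effect of over 65% in size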
# hERG WT inh = blocks the wildtype human KCNH2 potassium channel. Q12809. U2OS, BacMam KCNH2, thallium flux FluxOr; active compounds read low. activity change, % at 1.84 µM. hit rate 0.37% among 340,000;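 active = maximum activity change below -70%; inconclusive = maximum activity change between -70% and -50%; inactive = maximum activity change above -50%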
#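 U2OS cells were transduced with wild-type KCNH2 virus (2.03 x 10^8 / mL) for 4 h at room temperature, then cultured overnight at 37 C. Thallium flux was read with FluxOr dye. Rate constants were normalized to DMSO controls.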
# uPA generation = cell surface uPA generation inhibition; hit rate 0.31% among 330,000; Potency, µM (highest dose often 38.3 µM), for the others: at the top dose activity change, negative = inhibition, usual class: inhibitors; cell surface uPA generation assay, qHTS; active = well fitted inhibition curve with a large enough effect; inconclusive = small, poorly fitted or top-dose-only effect; inactive = no such curve, though single readings can be large or run the other way; tested in mouse RAW 264.7 cells; note: potency is the fitted concentration of half-maximal effect; nearly all actives have a fitted effect of over 55% in size
# * = called active by the depositor; ? = inconclusive; . = not tested or not shown; [ ] = dose if it differs, or a comment. Unless noted, calls come from the whole dose curve; as a rule, active = well fitted curve in the direction sought with a large enough effect; inconclusive = small, poorly fitted or top-dose-only effect, or another doubt; inactive = no such curve, though single readings can be large; an effect the other way counts as inactive or inconclusive. Unless noted, % is set by controls: 0 for no effect and ±100 for the full control effect.
SMILES,USP2a block,GALK inhibitor,Giardia killer,BCR signal inh,Eya2 inh,Coupling enz,PKM2 activator,KCNH2 3.1 block,B2AR arrestin,hERG WT inh,uPA generation
COC(=O)c1ccccc1NC(=O)COC(=O)c1ccc(C)c(NC(=O)c2ccco2)c1,3%,5%,16,-2%,11%,3,3%,-3,0.1%,-12,.
O=C(c1cc(Cl)cc(Cl)c1)N1CCC(=O)N(C(COCc2ccccc2)Cc2ccccc2)CC1 (stereo not given),-10%,.,15,?,-11%,0,0%,-32,-0.8%,-43,-15%
O=C(Nc1nncs1)c1cccnc1Cl,0%,2%,2,?,-2%,-1,-5%,0,-0.8%,5,-3%
COc1cc2nc(Nc3cccc(F)c3)nc(N)c2cc1OC,1%,0%,-8,?,4%,-1,.,-3,-0.6%,-2,3%
CNc1nc(-c2ccc3c(c2)CCN3S(=O)(=O)c2ccccc2)c(C)s1,0%,4%,-1,-4%,-12%,-2,14%,14,0.3%,1,3%
CCNc1cc(=O)n(C)c(=O)n1C,4%,-2%,-9,3%,0%,1,0%,3,-0.2%,2,19%
N#Cc1nc(Cc2ccccc2)oc1N1CCC(C(N)=O)CC1,10%,-3%,-1,-9%,2%,1,1%,-3,-0.9%,16,2%
CC(=O)c1c(C)[nH]c(C(=O)OCC(=O)NCCCc2ccccc2)c1C,1%,.,-22,-1%,-3%,.,.,-17,0.5%,5,-22%
CSCCC(N=C1NS(=O)(=O)c2ccccc21)C(=O)NCc1ccccc1F (stereo not given),4%,-4%,1,-1%,-5%,.,-5%,-12,0.0%,8,-1%
CC1(C)CC2CC(C)(CN2C(=O)COC(=O)Cn2[nH]c(=O)c3ccccc3c2=O)C1 (stereo not given),1%,4%,10,-5%,15%,4,6%,-23,-0.3%,-2,-1%
COc1ccccc1C(=O)NC(CCSC)C(=O)NCCCn1nc(C)cc1C (stereo not given),1%,.,-22,0%,4%,.,.,8,0.4%,-21,-1%
CCOc1ccc(C(=O)c2ccc(OCC)c(N)c2)cc1N,?,-5%,-13,-4%,24%,0,-1%,-2,-0.1%,-7,-11%
O=C(Nc1ccc(N=Nc2ccccc2)cc1)c1cccc(Cl)c1,0%,0%,17,13%,3%,-2,4%,-8,0.2%,-17,-2%
CN(CCOc1ccccc1)C(=O)C1CCN(C(=O)c2ccc(Cl)cc2)CC1,4%,-7%,-21,2%,7%,.,1%,2,-0.3%,16,-7%
O=C(c1ccc([N+](=O)[O-])cc1)c1cc2ccc(O)cc2oc1=O,0%,-3%,-23,-1%,-11%,4,.,6,-0.1%,-4,6%
COc1ccccc1N1CCN(S(=O)(=O)Cc2ccccc2Cl)CC1,.,1%,-11,.,.,5,0%,6,.,9,-15%
CC(=O)Cn1cnc2c(cnn2-c2ccccc2)c1=O,0%,-3%,4,7%,2%,0,0%,1,0.4%,4,-27%
COc1cc(C)c(S(=O)(=O)NCc2cccs2)cc1C,2%,1%,4,0%,5%,-3,2%,-13,-0.4%,-32,-1%
COc1cc(CNC(=O)c2ccc(Cn3nc(C)c(Cl)c3C)o2)cc(OC)c1,0%,0%,-7,?,-3%,4,6%,-2,0.4%,-8,9%
O=C(CN(C(=O)CNC(=O)c1ccco1)c1ccc(F)cc1)NC1CCCC1,3%,0%,-5,0%,4%,-1,.,5,0.8%,-2,-3%
CCCCn1c(SCC(=O)c2ccc(O)cc2O)nc2cc(S(N)(=O)=O)ccc21,0%,3%,9,-12%,1%,-17,.,8,-0.2%,-3,-1%
S=C(c1ccc(-c2cccc(Cl)c2)o1)N1CCOCC1,1%,-5%,-2,13%,14%,1,2%,0,-0.5%,12,-11%
Cc1ccc(C(=O)NC(NC(=O)c2ccc(C)cc2)C(Cl)Cl)cc1,2%,-1%,-7,-9%,-37%,4,-2%,-7,-0.2%,2,1%
CN(C)CCNC(=O)c1ccccc1,1%,1%,2,-8%,21%,0,-9%,-5,-0.1%,18,-8%
O=C(CN1CCN(Cc2ccc3c(c2)OCO3)CC1)Nc1ccc2[nH]c(=O)[nH]c2c1,1%,.,5,-11%,5%,.,.,-14,0.3%,5,2%

# Entries of single compounds from above. Order of values: USP2a block | GALK inhibitor | Giardia killer | BCR signal inh | Eya2 inh | Coupling enz | PKM2 activator | KCNH2 3.1 block | B2AR arrestin | hERG WT inh | uPA generation
# CN(C)CCNC(=O)c1ccccc1 as listed: 1% | 1% | 2 | -8% | 21% | 0 | -9% | -5 | -0.1% | 18 | -8%
# COC(=O)c1ccccc1NC(=O)COC(=O)c1ccc(C)c(NC(=O)c2ccco2)c1 as listed: 3% | 5% | 16 | -2% | 11% | 3 | 3% | -3 | 0.1% | -12 | .

# Additional records
SMILES,USP2a block,GALK inhibitor,Giardia killer,BCR signal inh,Eya2 inh,Coupling enz,PKM2 activator,KCNH2 3.1 block,B2AR arrestin,hERG WT inh,uPA generation
CCn1ccnc1CNC(=O)CC1C(=O)NCCN1Cc1ccc(F)cc1Cl (stereo not given),0%,5%,18,-4%,3%,.,.,-6,-0.1%,0,-2%
COc1ccc(C(=O)NC2CCCc3c2cnn3-c2cccc(C)c2C)c(OC)n1 (stereo not given),0%,-5%,15,0%,-10%,-3,9%,7,0.4%,-2,?
O=C(CSc1nnnn1-c1cccc2c1CCCC2)N1CCCC1,1%,0%,5,11%,-2%,0,-5%,11,-0.2%,8,-1%
Cc1ccccc1C(=O)NN1CC(C(=O)OCc2ccc(Cl)c(Cl)c2)CC1=O (stereo not given),-1%,-3%,1,0%,0%,.,-11%,6,-0.6%,13,-1%
Cc1cc(C)n(-c2ccc(C(=O)Nc3ccc(N4CCOCC4)cc3)cc2)n1,0%,1%,-1,-13%,21%,4,3%,-5,-0.7%,-2,2%
Cc1cc2nccc(-c3ccccn3)n2n1,4%,-1%,12,?,-18%,-1,9%,-3,-0.2%,5,3%
CCCCn1nc(C(=O)Nc2cc(S(=O)(=O)N(C)C)ccc2C)c2ccccc2c1=O,-3%,-2%,43[activator],-11%,-11%,0,0%,26,-0.5%,1,?
O=C1c2ccsc2SCCN1Cc1c(F)cccc1Cl,4%,4%,6,-5%,11%,1,.,16,-1.1%,0,12%
O=C1CSC(c2cccc(F)c2)N1c1ccc(O)cc1 (stereo not given),-1%,-5%,1,?,-1%,0,0%,1,0.1%,-16,1%
Cc1cc(C)nc(SCC(=O)NC(=O)c2ccccc2O)n1,-2%,.,-8,-1%,-17%,.,.,7,-1.4%,-4,1%
CCN1CCc2c(C#N)c(N3CCCCC3)nc(NCc3ccccc3)c2C1,.,-2%,3,.,.,-7,7%,-14,.,-8,-1%
CC(=O)Nc1ccc(NC(=O)CCc2nc3ccccc3c(=O)[nH]2)cc1,-1%,3%,5,9%,7%,0,-1%,.,-0.8%,-7,6%
O=C(COC(=O)c1cc(Br)ccc1O)Nc1ccc2c(c1)OCO2,0%,.,1,?,1%,.,.,-8,-0.2%,-7,-2%
CCCC(NS(=O)(=O)c1ccc(OC)cc1)C(=O)O (stereo not given),-3%,0%,-22,-7%,-2%,3,-3%,-8,-0.8%,-10,1%
CNC(=O)C1=C(C)Nc2nc3ccccc3n2C1c1cccc(OC)c1 (stereo not given),-5%,0%,9,-19%,2%,1,8%,15,-0.6%,7,4%
O=C(NNc1ccc([N+](=O)[O-])cc1)C12CC3CC(CC(C3)C1)C2,1%,-1%,-1,2%,2%,2,0%,8,-0.6%,14,.
CCCCSc1ccc2nc(-c3ccc(C#N)cc3)cn2c1,-1%,.,-16,11%,3%,0,-2%,-6,0.2%,37,-19%
O=C1CCCC(O)=C1C=NCc1ccccc1,13%,1%,2,0%,-30%,1,5%,-19,-0.1%,-6,7%
Cc1ccc(OCCn2cnc3sc(C(N)=O)c(C)c3c2=O)cc1,-7%,0%,.,-15%,8%,5,-6%,.,-0.2%,.,.
CCOc1ccc(NS(=O)(=O)c2ccc(OCC)c3ncccc23)cc1,1%,0%,-2,-15%,-2%,1,-5%,-2,-0.1%,-11,.

# An excerpt from further up, as a working copy:
SMILES,USP2a block,GALK inhibitor,Giardia killer,BCR signal inh,Eya2 inh,Coupling enz,PKM2 activator,KCNH2 3.1 block,B2AR arrestin,hERG WT inh,uPA generation
CCn1ccnc1CNC(=O)CC1C(=O)NCCN1Cc1ccc(F)cc1Cl (stereo not given),0%,5%,18,-4%,3%,.,.,-6,-0.1%,0,-2%
COc1ccc(C(=O)NC2CCCc3c2cnn3-c2cccc(C)c2C)c(OC)n1 (stereo not given),0%,-5%,15,0%,-10%,-3,9%,7,0.4%,-2,?
O=C(CSc1nnnn1-c1cccc2c1CCCC2)N1CCCC1,1%,0%,5,11%,-2%,0,-5%,11,-0.2%,8,-1%
Cc1ccccc1C(=O)NN1CC(C(=O)OCc2ccc(Cl)c(Cl)c2)CC1=O (stereo not given),-1%,-3%,1,0%,0%,.,-11%,6,-0.6%,13,-1%
Cc1cc(C)n(-c2ccc(C(=O)Nc3ccc(N4CCOCC4)cc3)cc2)n1,0%,1%,-1,-13%,21%,4,3%,-5,-0.7%,-2,2%

# Screening results from PubChem.
